KCNK3 inh – human KCNK3 channel inhibition, primary screen; O14649; CHO-KCNK3 thallium flux, FluxOR fluorescence; stronger effect = lower value; B-score at 10 µM; actives 0.84% (n = 340,000); AID 602410;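 active = B-score under library mean minus 4 SD, starting fluorescence ratio at most library mean plus 5 SD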;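 note: more negative B-score means stronger inhibition of thallium flux through KCNK3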
Target sequence (O14649 whole entry, looked up): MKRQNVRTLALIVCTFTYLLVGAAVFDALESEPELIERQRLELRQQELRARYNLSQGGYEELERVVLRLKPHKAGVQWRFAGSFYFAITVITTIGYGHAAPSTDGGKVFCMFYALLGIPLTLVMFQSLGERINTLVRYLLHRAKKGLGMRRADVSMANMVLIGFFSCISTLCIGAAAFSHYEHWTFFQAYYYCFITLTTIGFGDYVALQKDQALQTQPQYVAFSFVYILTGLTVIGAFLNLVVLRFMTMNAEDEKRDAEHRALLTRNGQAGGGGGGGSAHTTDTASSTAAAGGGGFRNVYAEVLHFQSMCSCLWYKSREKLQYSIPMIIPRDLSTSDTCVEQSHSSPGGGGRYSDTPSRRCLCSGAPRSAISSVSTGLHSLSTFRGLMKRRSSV
MrgX1 PAM – allosterically activates human MrgX1 receptor signaling; MrgX1-HEK293, Fluo-4 calcium flux, FDSS; stronger effect = higher value; B-score at 10 µM; actives 0.63% (n = 310,000); Q96LB2; AID 588675;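 active = plate-corrected calcium response at least 3 library SD above typical, normal starting fluorescence, not activating the receptor alone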;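 note: compound read alongside a low EC10 to EC30 dose of BAM8-22 agonist; peak minus trough fluorescence over baseline measured at the second addition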
RGS4 pot – RGS4 potentiation or activation; HEK293 M3R/inducible RGS4, carbachol calcium flux Fluo4; stronger effect = lower value; B-score at 10 µM; actives 0.92% (n = 310,000); AID 463111;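 active = B-score of the integrated calcium signal more than 4 SD below the library mean, with starting fluorescence not abnormally high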;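 note: negative B-score means reduced calcium response which marks RGS4 activation or potentiation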
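Reagent: ECmax carbachol challenge; Test system: M3R-expressing HEK293 line, RGS4 induced by doxycycline; Schedule: overnight RGS4 induction, 30 min dye load 37 °C, 20 min compound RT; Detection: calcium dye Fluo4 fluorescence; Read-out: Agonist-evoked peak-minus-minimum fluorescence over baseline, integrated ratio, B score.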
KCNQ1 block – inhibitors of human KCNQ1 potassium channel; P51787; CHO-K1 KCNQ1, FluxOR thallium flux fluorescence; stronger effect = higher value; B-score at 10 µM; actives 1.3% (n = 310,000); AID 2642;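 active = compounds whose thallium flux B-score, printed positive for inhibition, exceeds three library SD while starting fluorescence stays within three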;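 note: channel opened by potassium depolarization with thallium stimulus after 20 min compound exposure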
Target sequence (P51787 whole entry, looked up): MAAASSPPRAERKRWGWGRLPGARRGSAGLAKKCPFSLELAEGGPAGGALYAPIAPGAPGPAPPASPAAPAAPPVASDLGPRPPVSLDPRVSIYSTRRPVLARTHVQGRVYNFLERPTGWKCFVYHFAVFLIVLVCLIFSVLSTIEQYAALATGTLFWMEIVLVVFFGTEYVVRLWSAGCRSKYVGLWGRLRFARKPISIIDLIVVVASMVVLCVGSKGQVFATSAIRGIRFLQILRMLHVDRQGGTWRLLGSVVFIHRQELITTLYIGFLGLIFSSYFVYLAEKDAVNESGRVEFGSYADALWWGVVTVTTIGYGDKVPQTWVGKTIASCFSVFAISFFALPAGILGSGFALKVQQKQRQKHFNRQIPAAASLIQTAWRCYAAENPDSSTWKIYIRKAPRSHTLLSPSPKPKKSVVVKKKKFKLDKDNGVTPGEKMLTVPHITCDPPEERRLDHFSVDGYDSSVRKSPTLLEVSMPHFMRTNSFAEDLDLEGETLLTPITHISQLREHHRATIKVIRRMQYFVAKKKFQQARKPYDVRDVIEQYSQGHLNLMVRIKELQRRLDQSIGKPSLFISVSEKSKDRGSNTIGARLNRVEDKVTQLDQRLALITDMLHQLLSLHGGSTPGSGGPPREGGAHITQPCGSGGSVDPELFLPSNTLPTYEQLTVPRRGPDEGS
KCNK9 inh – inhibitors of human KCNK9 two-pore domain potassium channel; actives 1.2% (n = 310,000); B-score at 10 µM; HEK293 KCNK9, FluxOR thallium flux fluorescence; stronger effect = lower value; Q9NPC2;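 active = ratio B-score over 3 SD below the library mean, with starting fluorescence within 5 SD of its mean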;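 note: negative B-score means less thallium flux so channel inhibition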
TMEM16A act – mouse TMEM16A channel activation, primary screen; Q8BHY3; HEK293 TMEM16A/YFP-H148Q/I152L, iodide quench fluorescence; stronger effect = lower value; B-score at 10 µM; actives 0.3% (n = 340,000); AID 623877;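 active = fluorescence-ratio B-score plate-corrected deviation score at least 3 library SD below zero, with starting fluorescence score within 5 deviations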;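 note: channel opened by trigger with iodide after compound preincubation; score built on the fluorescence ratio of max minus min over baseline; more negative score means more quench and so TMEM16A activation or potentiation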
hERG protect – compounds protecting human hERG from proarrhythmic drug block; CHO-hERG, FluxOR thallium flux, dofetilide IC70 present; activation (rescue from dofetilide block), less the hit threshold, % at 10 µM; actives 0.51% (n = 310,000);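 active = activation above the mean of controls blocked by dofetilide plus 5 SD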;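 note: thallium influx through hERG after potassium depolarization seen as dye fluorescence rise; in these data hits start at about 4.7%; inactives centre near -7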
RGS4 inh – human RGS4 inhibition. P49798. actives 0.45% (n = 310,000). B-score at 10 µM. HEK293 M3R/RGS4 inducible, Fluo-4 calcium flux; stronger effect = higher value; triggered by carbachol at its EC20;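 active = B-score, a plate-corrected calcium signal, over three deviations above library mean, with baseline fluorescence within five deviations of library mean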;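 note: RGS4 expression induced by doxycycline in cells with stable M3 receptor; B-score is computed from the integrated fluorescence ratio over baseline after carbachol; higher B-score means a larger calcium signal and so more RGS4 inhibition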
MrgX1 ag – human MrgX1 receptor agonism, primary screen | Q96LB2 | MrgX1-HEK293 cells, Fluo-4 calcium fluorescence, agonist mode; stronger effect = higher value | actives 0.44% (n = 310,000) | B-score at 10 µM;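 active = calcium response B-score plate-corrected fluorescence ratio at least 3 library SD, with starting fluorescence B-score inside 5 SD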
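Test system: HEK293 cells stably expressing human MrgX1 receptor; amount: 15,000 cells per well; doses: compound delivered in addition one of three; times: overnight plating before 1 h dye loading; detection: Fluo-4 NW calcium-flux fluorescence, kinetic read; read-out basis: B-scored fluorescence response ratio; controls: positive and negative controls per plate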
KCNQ1 pot – potentiators or activators of human KCNQ1 potassium channel. CHO-K1 KCNQ1, thallium flux FluxOR fluorescence; stronger effect = higher value. B-score at 10 µM. actives 0.35% (n = 310,000);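 active = fluorescence ratio B-score, a plate-corrected score, at least three library SD, with initial intensity B-score within 5 SD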
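assay system = CHO-K1 cells stably expressing KCNQ1 | medium = assay buffer, equal DMSO in all wells | timing = 37 °C overnight plating, 90-min dark dye load, 20-min compound pretreatment | measured by = kinetic FluxOR thallium fluorescence, 10-s 1-Hz baseline, 110-s post-stimulus read | measure = fluorescence change relative to baseline, converted to B score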
ANO1 block – mouse TMEM16A channel inhibition, primary screen | HEK293 TMEM16A/YFP iodide influx fluorescence, ionomycin | Q8BHY3 | AID 588511 | normalized B-score (activity score, 25-100; higher = stronger inhibition) at 10 µM | actives 1.2% (n = 310,000);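 active = ratio plate-corrected score three or more library SD toward inhibition, starting fluorescence score within five deviations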;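 note: score derived from kinetic fluorescence span divided by baseline fluorescence per well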
Numbers without * were called inactive; i = inactive; . = not tested or not shown. Rows are unselected; about 6.3% have a hit in one of these screens.

SMILES	KCNK3 inh	MrgX1 PAM	RGS4 pot	KCNQ1 block	KCNK9 inh	TMEM16A act	hERG protect	RGS4 inh	MrgX1 ag	KCNQ1 pot	ANO1 block
NNc1nc2c(-c3ccc(Cl)cc3)nnn2c2ccccc12	i	i	i	i	i	i	-6	i	i	i	i
CCOc1ccccc1OCCCC(=O)NCCc1ccc(S(N)(=O)=O)cc1	i	i	i	i	i	i	-5	i	i	i	i
O=C(Nc1ccccc1C(F)(F)F)C1CCN(C(=O)Cc2ccccc2)CC1	i	i	i	i	i	i	-6	i	i	i	i
CCOC(=O)N1CCN(Cc2nc(-c3cccc(C)c3)no2)CC1	i	i	i	i	i	i	-10	i	i	i	100*
CSc1n[nH]c(-c2ccc(C(F)(F)F)cc2)n1	i	i	i	i	i	i	-9	i	i	i	i
COC(=O)/C(C#N)=C1/SC=C(C)N1c1ccccc1	i	i	i	i	i	i	-3	i	i	i	i
OCCN(CCO)CC(O)COCCC12CC3CC(CC(C3)C1)C2 (centres undefined)	i	i	i	8*	i	i	-16	i	i	i	i
COC(=O)CNC(=O)COC(=O)Cc1ccc(Cl)cc1	i	i	i	i	i	i	-20	i	i	i	i
CCCCNC(=S)NNC(=O)c1cc(C)on1	i	i	i	i	i	i	-12	i	i	i	i
O=C(O)COc1ccc(C(NC(=O)c2c(F)cccc2F)NC(=O)c2c(F)cccc2F)cc1	i	i	i	i	i	i	-3	i	i	i	i
CC(=O)N1CCc2cc(Br)cc(S(=O)(=O)N3CCCCC3)c21	i	i	i	i	i	i	-9	i	i	i	i
CCOc1ccc(C(=O)NCC(=O)OCC(=O)N2CCCC2)cc1	i	i	i	i	i	i	-14	i	i	i	i
CCOc1ccc(C(C)=O)cc1Cn1nc(C(=O)O)c2ccccc2c1=O	i	i	i	i	i	i	-5	i	i	i	i
CCN(CC)C(=S)Nc1c(C)n(C)n(-c2ccccc2)c1=O	i	i	i	i	i	i	-8	i	i	i	i
CCN1CCN(CCC(=O)Nc2cc(OC)cc(OC)c2)CC1	i	i	i	i	i	i	-6	i	i	i	i
CN1C(=O)C(O)(C2CCCCCC2=O)c2ccccc21 (centres undefined)	i	i	i	i	i	i	-9	i	i	i	i
COc1ccc(/C=C/C(=O)Nc2ccc(C34CC5CC(CC(O)(C5)C3)C4)cc2)cc1OC	i	i	i	i	i	i	-6	i	i	i	i
CN(C(=O)COc1cc(=O)n(C)c2ccccc12)c1ccc(Br)cc1	i	i	i	i	i	i	-5	i	i	i	i
CN(CC(O)COC(c1ccccc1)c1ccccc1)C1CCCCC1 (centres undefined)	i	i	i	i	i	i	-4	i	i	i	i
Cc1cc(=O)oc2cc(OCC(O)Cn3ccnc3)ccc12 (centres undefined)	i	i	i	i	i	i	-4	i	i	i	i
CC(C)C(=O)Nc1cccc(NC(=O)c2cccc([N+](=O)[O-])c2)c1	i	i	i	i	i	i	-4	i	i	i	i
CC(C)(C)C1CCc2onc(C(=O)O)c2C1 (centres undefined)	i	i	i	i	i	i	-13	i	i	i	i
O=C(NCc1ccccc1)C(c1ccccc1)N(C(=O)c1csnn1)c1ccc(F)cc1 (centres undefined)	i	i	i	i	i	i	-9	i	i	i	i
Cc1ccc(CNS(=O)(=O)c2ccc(F)c(F)c2)n1C	i	i	i	i	i	i	-5	i	i	i	i
Cc1c(Br)c([N+](=O)[O-])nn1C(C)C(=O)NCc1ccco1 (centres undefined)	i	i	i	i	i	i	-5	i	i	i	i
CCOc1ccc(CCN2C(=O)C3C4C=CC(C4)C3C2=O)cc1OCC (centres undefined)	i	i	i	i	i	i	-8	i	i	i	i
Cc1ccc(S(=O)(=O)N2CCCC2C(=O)O)s1 (centres undefined)	i	i	i	i	i	i	-15	i	i	i	i
COCCNC(=O)c1cccc(S(=O)(=O)N2CC3(C)CC2CC(C)(C)C3)c1 (centres undefined)	i	i	i	i	i	i	-14	i	i	i	i
COc1ccccc1NC(=O)Cn1nnc2sc3c(c2c1=O)CC(C)(C)OC3	i	i	i	i	i	i	-6	i	i	i	i
COc1cccc(NC(=O)c2cc(-c3cccnc3)nc3c(Cl)cccc23)c1	i	i	i	i	i	i	-9	i	i	i	i
O=C(CCCN=C1NS(=O)(=O)c2ccccc21)OCc1ccccc1	i	i	i	i	i	i	-7	i	i	i	i
COc1ccc(CCNC(=O)CSc2nnnn2-c2ccc(OC)c(OC)c2)cc1OC	i	i	i	i	i	i	-10	i	i	i	i
Cc1ccc2nc(SCC(=O)Nc3cccc(S(N)(=O)=O)c3)[nH]c2c1	i	i	i	i	i	i	-12	i	i	i	i
Cc1cc(C(=O)CN2C(=O)C(=O)N(C)C2=O)c(C)n1-c1cccc(S(=O)(=O)N2CCOCC2)c1	i	i	i	i	i	i	-9	i	i	i	i
Cc1ccc(C(C)NC(=O)C2CCCC2)cc1C (centres undefined)	i	i	i	i	i	i	3	i	i	i	i
COc1ccccc1NC(=O)CSc1nnc(COc2ccccc2C)o1	i	i	i	i	i	i	-8	i	i	i	i
CC1CN(C(=O)COC(=O)c2cc(=O)c3ccccc3o2)CC(C)O1 (centres undefined)	i	i	i	i	i	i	-10	i	i	i	i
O=C(Nc1ccn(Cc2ccccc2)n1)c1ccc(F)cc1	i	i	i	i	i	i	-17	i	i	i	i
CCN(CC)Cc1c(C(=O)N/N=C/c2ccncc2)nnn1-c1nonc1N	i	i	i	i	i	i	-18	i	i	i	i
O=[N+]([O-])c1ccc(F)cc1Oc1nc(-c2cccnc2)nc2ccccc12	i	i	i	i	i	i	-10	i	i	i	i

Arranged by length of the SMILES (rising): some entries from above
SMILES	KCNK3 inh	MrgX1 PAM	RGS4 pot	KCNQ1 block	KCNK9 inh	TMEM16A act	hERG protect	RGS4 inh	MrgX1 ag	KCNQ1 pot	ANO1 block
O=C(CCCN=C1NS(=O)(=O)c2ccccc21)OCc1ccccc1	i	i	i	i	i	i	-7	i	i	i	i
CCN(CC)Cc1c(C(=O)N/N=C/c2ccncc2)nnn1-c1nonc1N	i	i	i	i	i	i	-18	i	i	i	i
CC(C)C(=O)Nc1cccc(NC(=O)c2cccc([N+](=O)[O-])c2)c1	i	i	i	i	i	i	-4	i	i	i	i

(next part)
SMILES	KCNK3 inh	MrgX1 PAM	RGS4 pot	KCNQ1 block	KCNK9 inh	TMEM16A act	hERG protect	RGS4 inh	MrgX1 ag	KCNQ1 pot	ANO1 block
O=c1cnnc(Nc2ccc(F)cc2)[nH]1	i	i	i	i	i	i	-3	i	i	i	i
Cc1ccc(-c2[nH]nc3c2C(c2ccc(OC(=O)N4CCOCC4)cc2)C(C#N)=C(N)O3)cc1 (centres undefined)	i	i	i	i	i	i	-10	i	i	i	i
O=C(CN1C(=O)c2cccnc2C1=O)c1ccccc1	i	i	i	i	i	i	-10	i	i	i	i
CCC(C)NC(=O)c1c(-c2cc(Cl)c(OC)c(Cl)c2)noc1C (centres undefined)	i	i	i	i	i	i	3	i	i	i	i
O=C(Nc1ccc2c(c1)CCC2)C1COc2ccccc2O1 (centres undefined)	i	i	.	.	.	i	.	.	i	.	i
CC(C)Cc1cc(CN2CCC(CO)(Cc3cccc(C(F)(F)F)c3)CC2)[nH]n1	i	i	i	i	i	i	-28	i	i	i	i
Cc1cccc(N2CC(C(=O)Nc3ccccc3N3CCCC3)CC2=O)c1C (centres undefined)	i	i	i	i	i	i	-12	i	i	i	i
COc1cccc(/C=C2\SC(=S)N(CCC(=O)N3CCCCC3CCO)C2=O)c1 (centres undefined)	i	i	i	i	i	i	-10	i	i	i	i
COc1cc(/C=N/NC(=O)c2ccc(CN3c4cccc5cccc(c45)S3(=O)=O)cc2)cc(OC)c1O	i	.	i	i	i	i	-1	i	.	i	.
COc1ccc(NC(C)C(=O)N/N=C/c2ccccc2OCc2ccc(Br)cc2)cc1 (centres undefined)	i	i	i	i	i	i	-8	i	i	i	i
COc1ccccc1N(CC(=O)NCc1ccc2c(c1)OCO2)C(=O)CCC(=O)Nc1nccs1	i	i	i	i	i	i	0	i	i	i	i
O=S(=O)(c1ccc2ccccc2c1)N(CC(O)CN1CCOCC1)c1ccccc1 (centres undefined)	i	i	i	i	i	i	-13	i	i	i	i
OCCOCCn1c(C(CO)Nc2nc(-c3ccc(Cl)cc3)cs2)nc2ccccc21 (centres undefined)	i	i	i	i	i	i	-11	i	i	i	i
Cc1[nH]nc2c1C(c1ccsc1)C1=C(CC(C)(C)CC1=O)N2 (centres undefined)	i	i	i	i	i	i	-5	i	i	i	i
COc1cccc(C(=O)Nc2ccccc2NC(=O)c2cccc(OC)c2)c1	i	i	i	i	i	i	-12	i	i	i	i
CC[C@@H](Nc1ncnc2c1oc1ccccc12)C(=O)O	i	i	i	i	i	i	-12	i	i	i	i
Cc1cc(C)n(-c2ccc(C(=O)N3CC(C)OC(C)C3)cc2)n1 (centres undefined)	i	i	i	i	i	i	-8	i	i	i	i
O=C(NCCN1CCOCC1)c1ccc2ccccc2c1	i	i	i	i	i	i	-1	i	i	i	i
COc1cc2sc(C)nc2cc1C	i	i	i	i	i	i	-12	i	i	i	i
O=c1[nH]c(SCc2ccccc2)nc2c1sc1ccccc12	i	i	i	i	i	i	-6	i	i	i	i
CCOc1ccccc1C1CC(c2cccs2)=NN1S(C)(=O)=O (centres undefined)	i	i	i	i	i	i	-5	i	i	i	i
Cc1ccccc1OCC(=O)N/N=C/c1c(C)nn(-c2ccccc2)c1Cl	i	i	i	i	i	i	-9	i	i	i	i
CCOC(=O)C1=C(N)Oc2cc(O)ccc2C1c1cccc(Cl)c1 (centres undefined)	i	i	i	i	i	i	-3	i	i	i	i
O=C(NCCC1=CCCCC1)C1CCN(c2nnc(-n3cccc3)s2)CC1	i	i	i	i	i	i	-8	i	i	i	i
Cc1cc(O)ccc1Nc1nc(-c2cccnc2)cs1	i	i	i	i	i	i	-3	i	i	i	i

Shown as a hit in KCNQ1 block, of those listed so far:
| canonical_smiles | KCNK3 inh | KCNQ1 block | KCNK9 inh | TMEM16A act | RGS4 inh | MrgX1 ag | KCNQ1 pot |
| --- | --- | --- | --- | --- | --- | --- | --- |
| OCCN(CCO)CC(O)COCCC12CC3CC(CC(C3)C1)C2 (centres undefined) | i | 8* | i | i | i | i | i |
